# Assay outcomes (PubChem)
# NOD2 inhibition: NOD2 signaling inhibitors, cell-based, luminescence, uHTS, HEK293 (AID 1566); HEK293 NOD2/NF-kB luciferase reporter, luminescence; higher % means a stronger effect; inhibition, % at 4 µM; hits with a dose series show EC50 in µM; 290,000 tested, 0.63% active; further: many of its hits are not listed in these tables
# PMI inhibitors: MPI enzyme activity inhibition – biochemical, fluorescence intensity, coupled assay, primary screen (AID 1209) | purified PMI enzyme, coupled fluorescence intensity; higher % means a stronger effect | inhibition, % at 20 µM, or IC50 in µM where a hit was titrated | 190,000 tested, 0.42% active;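 further: plate controls were DMSO vehicle for no effect and wells lacking substrate for full effect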
# KOR beta-arrestin-1: KOR antagonists, beta-arrestin recruitment, cell-based, luminescence, uHTS (AID 1778). 290,000 tested, 0.091% active. KOR beta-arrestin recruitment, luminescence, antagonist mode; higher % means a stronger effect. one-dose inhibition, % at 10 µM; IC50 in µM for titrated hits; further: strong numbers were not always called active
# TNAP activation fold: human TNAP enzyme activators, primary screen, biochemical, luminescent, no phosphate acceptor, uHTS (AID 1001); purified TNAP, luminescent activation assay, no phosphate acceptor; higher activation fold means a stronger effect; activation fold at 20 µM; hits with a dose series show EC50 in µM; 200,000 tested, 0.03% active; in the data active means activation fold from about 3, or a potency from the dose series; inactive means the rest, 99 in 100 with activation fold below about 1.6; further: many of its hits are not listed in these tables
# XIAP displacement: small molecules displacing peptide from XIAP – biochemical, IAP family, fluorescence polarization (AID 1018); displacement, % at 20 µM; hits with a dose series show IC50 in µM; 200,000 tested, 0.007% active; XIAP BIR domain, fluorescence polarization peptide displacement; higher % means a stronger effect; in the data active means displacement above about 50%; further: a part of the inactive calls stands beside numbers as strong as those of hits
# NOD1 inhibition: inhibition of NOD1-driven NF-kB reporter – cell-based, luminescence, uHTS, primary screen (AID 1578) | NOD1-driven NF-kB luciferase reporter cells, luminescence; higher % means a stronger effect | inhibition, % at 4 µM, or EC50 in µM where a hit was titrated | 290,000 tested, 1% active; in the data active means inhibition mostly above about 36%, no sharp cut-off; inactive means mostly below about 34%;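 further: HEK-293T reporter cells stimulated with the NOD1 agonist gamma-tri-DAP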
# human PMI inhibitors: human PMI inhibitors, high substrate, primary screen, biochemical, fluorescence intensity, high mannose 6-phosphate (AID 1220); inhibition, % at 20 µM; hits with a dose series show IC50 in µM; 190,000 tested, 0.66% active; recombinant PMI enzyme, coupled fluorescence intensity; higher % means a stronger effect
# KOR beta-arrestin-2: KOR agonists, beta-arrestin recruitment, primary screen, cell-based, luminescence, uHTS (AID 1777). KOR beta-arrestin recruitment, luminescence; higher % means a stronger effect. 280,000 tested, 0.02% active. one-dose activation, % at 10 µM; EC50 in µM for titrated hits; in the data active means activation above about 50%, passing the limit was not always enough; further: a part of the inactive calls stands beside numbers as strong as those of hits
# LYP phosphatase: PTPN22 lymphoid phosphatase activity blockers – biochemical, fluorescence intensity, uHTS (AID 1779). recombinant LYP phosphatase, fluorescence intensity; higher % means a stronger effect. one-dose inhibition, % at 11.5 µM; IC50 in µM for titrated hits. 290,000 tested, 0.054% active;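 further: plate controls were vehicle with enzyme for no effect and no enzyme for full effect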
# * hit, by the source's call; x = no result given; [ ] = dose if it differs, or a comment. Unless noted, no stated cut-off is given here; in the data, active means inhibition above about 50%; inactive means the rest.
Structure	XIAP displacement	NOD1 inhibition	human PMI inhibitors	NOD2 inhibition	LYP phosphatase	PMI inhibitors	KOR beta-arrestin-1	TNAP activation fold	KOR beta-arrestin-2
COCCN(C(=O)c1snc(C(N)=O)c1N)C(C(=O)NC1CCCCC1)c1cc(OC)c(OC)c(OC)c1 (configuration not stated)	x	-24%	x	15%	-2%	x	-21%[20 µM]	x	-4.8%
COc1ccc(OC)c(NC(=O)C2CCCN(S(=O)(=O)c3ccc(-n4cnnn4)cc3)C2)c1 (configuration not stated)	x	36%	x	-10%	-2%	x	4%	x	0.4%
C=CCSc1nnc(-c2cc(C(C)(C)C)nn2Cc2ccc(F)cc2)n1C	x	-8%	x	8%	-7%	x	19%	x	-2.2%
O=c1[nH]c(SCc2ccccc2)nc2ccsc12	-3.2%	-27%	-6%	-38%	-4%	-20%	-2%	1.1	-6.8%
CC1(C)Cc2c(sc3nc(SCC(=O)O)nc(N)c23)CO1	x	-14%	x	11%	-4%	x	0%	x	-0.7%
CCC[C@@H](CN[C@@H](CNC)[C@H](C)CC)NCC1CCC(C(C)(C)C)CC1 (some centres not stated)	x	-39%	x	-7%	-3%	x	-74%[20 µM]	x	1.7%
Cc1ccc(CNC(=O)CCC2CCCN(Cc3cc4ccccc4o3)C2)o1 (configuration not stated)	x	-12%	x	-2%	0%	x	28%	x	-3.7%
COc1cc(S(=O)(=O)NC2CCCC2)ccc1F	-4.9%	13%	0%	13%	-2%	3%	-25%	1.1	-4.8%
Cc1ccccc1NC(=O)OCc1ccccc1	x	-15%	x	-18%	-11%	x	0%	x	-3.3%
CC(C)(C)c1ccc(C(=O)NCc2ccc(Cl)cc2)cc1	1.6%	-2%	-6%	-48%	-8%	-10%	1%	1.1	-2.3%
COc1cccc(NC(=O)Cn2cnc3c(oc4nc5c(cc43)CCCC5)c2=O)c1	x	-24%	x	-16%	-11%	x	-9%	x	5.1%
COC(=O)C(C)NC(=O)c1ccc(C(C)(C)C)cc1 (configuration not stated)	38%	-12%	10%	-13%	-4%	5%	-4%	1.1	3.7%
O=C(CN1CCOc2ccccc21)NCc1ccccc1	-9.2%	-28%	-1%	18%	-2%	-6%	29%	1.1	0.8%
Cc1cc2ncn(CCOc3ccccc3C#N)c2cc1C	-5.1%	-14%	0%	-6%	-5%	6%	-1%	1	1.6%
Cc1c(NC(=O)CS(=O)(=O)c2ccccc2)c(=O)n(-c2ccccc2)n1C	-1.5%	-22%	-2%	16%	-4%	2%	-32%[20 µM]	1.1	-2.3%
COC(=O)Nc1ccc2ncn(C)c(=O)c2c1	-0.3%	-13%	-6%	12%	-4%	-9%	-15%	1.2	-8.9%
CCCCn1c(=O)[nH]c(=O)c2c1nc(Cn1ncc(Cl)c(Cl)c1=O)n2CCC	x	85%*	x	22%	-8%	x	42%	x	-2.8%
CCOc1ccccc1CNC(=O)CNC(=O)c1cccs1	x	20%	x	8%	-12%	x	-14%	x	2.7%
CS(=O)(=O)N(Cc1ccccc1)c1ccc(C(=O)Nc2ccccc2C(=O)O)cc1	x	12%	x	22%	-12%	x	-7%[20 µM]	x	-0.6%
Cc1onc(-c2c(Cl)cccc2Cl)c1C(=O)Nc1c(C)n(C)n(-c2ccccc2)c1=O	-2.3%	-18%	-3%	8%	0%	-6%	-19%	1.2	-2.7%
COc1ccc(CCNC(=O)C23CN(Cc4ccccc4)CC2C(c2cccc([N+](=O)[O-])c2)=NO3)cc1 (configuration not stated)	-9.0%	-8%	6%	6%	0%	16%	25%	1	-2.0%
COc1cc(C(=O)N2CCCc3ccccc32)cc(OC)c1OC	2.6%	-16%	34%	9%	-4%	1%	-46%	1.1	2.1%
Cn1c(SCCOc2cccc(Cl)c2)nnc1-c1ccncc1	-4.1%	18%	-4%	13%	-5%	0%	31%	1.1	-0.2%
COc1ccc(CNC(=O)CN(C(=O)c2csnn2)c2ccc(F)cc2)cc1	x	-2%	x	-16%	-12%	x	-18%	x	2.2%
CCOC(=O)C1(CC2CCCCO2)CCN(Cc2cccnc2)CC1 (configuration not stated)	-3.2%	-29%	11%	12%	-2%	8%	-18%	1	1.4%
COc1cc2c(C#N)c(N3CCc4ccccc4C3)nc(N)c2c(N)n1	-6.0%	58%	x	-102%	0%	64%*	-93%	1	12%
COc1ccc(/C=N\NC(=O)C2CCCC2)cc1Br	x	-43%	x	-5%	-9%	x	2%	x	0.2%
O=C(C1Cc2ccccc2CN1S(=O)(=O)c1cccs1)N1CCCCC1 (configuration not stated)	11%	-9%	13%	-6%	-8%	17%	15%	1.1	-1.3%
COc1ccc(CNC(=O)C2=CC(c3ccc(OC)cc3)=NS(=O)(=O)N2C)cc1	x	-2%	x	14%	-6%	x	0%[20 µM]	x	-4.9%
COC(=O)c1cc2c(C)c(C)c3ccccn3c-2c1C(=O)OC	-6.5%	-28%	-9%	-2%	-2%	-5%	-21%	1.1	2.8%

# Some of the entries above in a different format.
CCC[C@@H](CN[C@@H](CNC)[C@H](C)CC)NCC1CCC(C(C)(C)C)CC1 (some centres not stated)
  XIAP displacement = x	NOD1 inhibition = -39%	human PMI inhibitors = x	NOD2 inhibition = -7%	LYP phosphatase = -3%	PMI inhibitors = x	KOR beta-arrestin-1 = -74%[20 µM]	TNAP activation fold = x	KOR beta-arrestin-2 = 1.7%
Cc1ccc(CNC(=O)CCC2CCCN(Cc3cc4ccccc4o3)C2)o1 (configuration not stated)
  XIAP displacement = x	NOD1 inhibition = -12%	human PMI inhibitors = x	NOD2 inhibition = -2%	LYP phosphatase = 0%	PMI inhibitors = x	KOR beta-arrestin-1 = 28%	TNAP activation fold = x	KOR beta-arrestin-2 = -3.7%
COc1cc(S(=O)(=O)NC2CCCC2)ccc1F
  XIAP displacement = -4.9%	NOD1 inhibition = 13%	human PMI inhibitors = 0%	NOD2 inhibition = 13%	LYP phosphatase = -2%	PMI inhibitors = 3%	KOR beta-arrestin-1 = -25%	TNAP activation fold = 1.1	KOR beta-arrestin-2 = -4.8%
Cc1ccccc1NC(=O)OCc1ccccc1
  XIAP displacement = x	NOD1 inhibition = -15%	human PMI inhibitors = x	NOD2 inhibition = -18%	LYP phosphatase = -11%	PMI inhibitors = x	KOR beta-arrestin-1 = 0%	TNAP activation fold = x	KOR beta-arrestin-2 = -3.3%

# Further compounds follow:
Structure	XIAP displacement	NOD1 inhibition	human PMI inhibitors	NOD2 inhibition	LYP phosphatase	PMI inhibitors	KOR beta-arrestin-1	TNAP activation fold	KOR beta-arrestin-2
COc1ccc(C(=O)NC2CCN(CC(=O)Nc3cccc(C)c3)CC2)cc1OC	-2.2%	-23%	-6%	4%	-2%	-2%	-27%	1.1	-2.8%
COc1ccc(-c2cc(-c3n[nH]c(=S)n3-c3ccccc3OC)[nH]n2)cc1	-4.2%	-37%	4%	-2%	6%	4%	3%	1.7	-2.8%
O=C(CCc1ccc(S(=O)(=O)NC2CCCCC2)cc1)NCc1cccnc1	-0.1%	-25%	-8%	-5%	-5%	1%	-5%[20 µM]	1.1	x
NNc1nc2cccnc2n(CCNc2ncc(C(F)(F)F)cc2Cl)c1=O	-11%	23%	-2%	2%	-3%	-7%	-29%	1.5	7.0%
CCOC(=O)C1CCN(CCC(=O)Nc2ccccc2)CC1	4.0%	-6%	5%	7%	-6%	7%	3%	1.1	-4.7%
COc1cccc(C(=O)N/N=C2\SCC(=O)N2Cc2ccc3c(c2)OCO3)c1	-0.3%	-33%	2%	9%	-6%	5%	18%	1.1	-0.1%
Cc1nc(CN2CCOCC2)cc(=O)[nH]1	-0.3%	-4%	7%	22%	-8%	2%	-8%	1.1	-2.9%
Cc1cccc[n+]1CC(=O)c1ccccc1	x	-2%	x	-3%	-5%	x	8%	x	-2.6%
CCCNC(=O)c1c(N)n(-c2ccc3c(c2)OCO3)c2nc3ccccc3nc12	-5.7%	-3%	39%	14%	-9%	6%	-56%	1.1	9.2%
NS(=O)(=O)c1ccc(NC(=S)NC(=O)c2cccs2)cc1	x	-17%	x	3%	-3%	x	-22%	x	4.2%
C=CCOc1cccc(C(=O)N2CCCC(Nc3ccc(F)cc3)C2)c1 (configuration not stated)	x	-17%	x	17%	-3%	x	-24%	x	10%
COc1ccccc1C(=O)Nc1ccc(NC(=O)c2ccco2)c(C)c1	-11%	19%	1%	-29%	-4%	-4%	44%	1.1	1.4%
COC(=O)c1cc2ccsc2n1Cc1nc(-c2ccc(Cl)cc2)oc1C	-1.0%	18%	2%	12%	4%	0%	9%	1.2	0.2%
CC(C)n1nc(CC(=O)O)c2ccccc2c1=O	0.5%	-28%	-8%	8%	-3%	-6%	-19%[20 µM]	1.1	x
Cc1cc(C(=O)N/N=C/c2ccc3c(c2)OCO3)c(C)n1-c1ccc(F)cc1	-1.0%	-2%	-30%	-62%	3%	-46%	-18%	1.1	0.3%
COc1ccccc1NC(=O)C(C)Sc1nnnn1C (configuration not stated)	-7.5%	17%	4%	0%	0%	1%	47%	1.1	-5.7%
Cc1ccc2cccc(NC(=S)NC(=O)c3ccn(C)n3)c2n1	-4.3%	-26%	16%	1%	0%	1%	-10%	1.1	-5.0%
Cc1ccc(S(=O)(=O)N(C)c2ccccc2C(=O)N2CCOCC2)cc1	x	-24%	x	5%	-9%	x	-1%	x	-2.5%
CN(C)c1ccc(-c2ccccc2)nn1	-4.2%	-36%	-2%	-31%	-8%	-3%	11%	1.3	-9.2%
O=C(c1ccc(F)cc1)C1CCN(C(=O)c2c(F)cccc2F)CC1	x	-9%	x	9%	0%	x	-20%[20 µM]	x	-1.0%
Fc1ccc(-n2cc(-c3ccccc3)c3c(NN4CCOCC4)ncnc32)cc1	-5.5%	-14%	-2%	15%	-6%	6%	40%	0.8	-1.7%
COc1ccc2cc3cc(C(=O)NCc4cccs4)oc3nc2c1	-12%	-47%	13%	-38%	-15%	18%	-4%	1	13%
O=C(/C=C/NNC(=O)c1ccccc1)c1ccc(Br)cc1	-7.1%	10%	-35%	26%	-1%	-21%	-29%	0.9	-4.0%
Cn1c(=O)c2c(SCc3ccccn3)nc(C3CC3)nc2n(C)c1=O	-1.8%	-25%	15%	-7%	-2%	19%	8%	1	-3.6%
Cc1cc(C(=O)OCC(=O)NCCC(C)C)c2ccccc2n1	-25%	0%	16%	-7%	-9%	6%	3%	1.1	2.8%
Cc1c(NC(=O)c2cc(C3CC3)on2)c(=O)n(-c2ccccc2)n1C	-4.9%	-17%	-5%	-2%	-2%	-10%	3%	1.1	-0.9%
O=C(c1ccc(Cl)cc1)N1CCN(CCc2ccccn2)CC1	x	-13%	x	-7%	-6%	x	-27%	x	-0.7%
CSc1cccc(NC(=S)NCCCO)c1	x	-9%	x	10%	-7%	x	13%	x	5.4%
CSc1nnc(C)c(=O)n1COC(=O)COc1ccccc1F	-0.5%	-24%	-13%	8%	2%	-2%	8%	1	3.0%
COc1ccc(CCNC(=O)C(C)SCc2ccccc2)cc1 (configuration not stated)	-1.5%	-33%	-2%	-4%	4%	-6%	-10%	1.1	-2.3%
NNc1nc2sc3c(c2c(=O)[nH]1)CCc1ccccc1-3	-6.7%	-18%	18%	12%	4%	14%	13%	0.9	1.3%
COc1cc2ccccc2cc1C(=O)Nc1nccs1	x	-33%	x	-57%	2%	x	-23%[20 µM]	x	-2.6%
Cc1cc(C)nc(SCc2nnc(SCC(=O)N3CCOCC3)o2)n1	-3.5%	0%	10%	15%	-7%	9%	7%	1.1	5.6%
O=C(NC(=S)N1CCN(C(c2ccccc2)c2ccccc2)CC1)c1ccc(S(=O)(=O)N2CCOCC2)cc1	-14%	-14%	-11%	-12%	1%	2%	60%	1.2	3.5%
CCC1(CC)Cc2ccccc2-c2nc3ccccc3c(=O)n21	-2.7%	25%	-2%	20%	-9%	3%	12%	1.1	-3.3%

# Some of the compounds tested; the hit share may differ from the screen's.
